# Assay outcomes (PubChem BioAssay)
# GRK2 inh: blocks RNA aptamer binding to human GRK2. bead flow cytometry, FAM-aptamer displacement from GRK2. P25098. inhibition of aptamer binding, % at 10 µM. hit rate 0.59% among 330,000;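 active = inhibition of aptamer binding above 40%, roughly 3 SD of noise, on plates passing a quality check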;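 note: median bead fluorescence of bound FAM aptamer so fluorescent compounds give negative values; no value below 0 was filed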
# PP5 primary: inhibitors of human protein phosphatase 5 (PP5); P53041; purified PP5c, OMFP substrate fluorescence; inhibition, % at 6.7 µM; hit rate 0.18% among 320,000;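 active = inhibition above the campaign's mean inhibition across all tested compounds plus 3 SD, cut at about 9.5% in these data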;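 note: 0% = DMSO only and 100% = 100 µM cantharidin control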
# Target sequence (P53041 whole entry, looked up): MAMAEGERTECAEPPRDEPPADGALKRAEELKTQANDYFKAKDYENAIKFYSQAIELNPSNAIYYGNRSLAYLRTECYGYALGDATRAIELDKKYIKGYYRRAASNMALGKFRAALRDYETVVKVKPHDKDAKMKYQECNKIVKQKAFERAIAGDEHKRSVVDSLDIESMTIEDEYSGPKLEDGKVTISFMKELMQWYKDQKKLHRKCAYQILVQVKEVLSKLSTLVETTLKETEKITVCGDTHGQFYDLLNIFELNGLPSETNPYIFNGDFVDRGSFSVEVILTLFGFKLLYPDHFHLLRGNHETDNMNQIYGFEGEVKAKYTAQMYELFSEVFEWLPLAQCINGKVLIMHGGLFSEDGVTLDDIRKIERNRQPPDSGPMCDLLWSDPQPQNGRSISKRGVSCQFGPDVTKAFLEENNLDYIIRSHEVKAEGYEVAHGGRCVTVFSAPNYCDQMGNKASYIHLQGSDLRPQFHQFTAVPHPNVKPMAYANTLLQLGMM
# proCasp3 act: activators of human procaspase-3. P42574. hit rate 0.11% among 330,000. activation, % at 8.5 µM. AID 463141. recombinant procaspase-3 D3A, Ac-DEVD-pNA absorbance 405 nm;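 active = activation above the mean of all tested compounds plus 3 SD, cut at about 21% in these data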;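 note: 0% = DMSO alone and 100% = DMSO wells spiked with extra 5 µM PC-3 D3A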
# Target sequence (P42574 whole entry D9A/D28A/D175A): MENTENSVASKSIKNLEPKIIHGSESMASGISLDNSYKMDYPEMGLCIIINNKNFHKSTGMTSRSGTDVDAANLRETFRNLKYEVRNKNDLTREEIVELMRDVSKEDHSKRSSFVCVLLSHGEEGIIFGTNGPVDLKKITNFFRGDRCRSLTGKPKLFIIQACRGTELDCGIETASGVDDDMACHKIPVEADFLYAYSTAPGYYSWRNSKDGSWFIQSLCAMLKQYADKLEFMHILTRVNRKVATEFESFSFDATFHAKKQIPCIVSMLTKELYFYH
#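 Test system: Procaspase-3 D3A mutant; medium: Zinc-free HEPES/NaCl buffer with 0.01% Triton X-100 at pH 7.4; reagent: DEVD-pNA substrate; doses: one concentration, 8.5 µM nominal, 0.8% DMSO; times: 1 h preincubation plus 2 h reaction at 25 °C; signal: Epi-absorbance at 405 nm of released p-nitroaniline, 0 and 120 min; replicates: singlicate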
# VLA-4 inh: inhibition in a human VLA-4 binding assay; VLA-4 expressing cells, ligand binding flow cytometry; inhibition, % (about 7 µM as worked out from the volumes in the protocol); hit rate 0.2% among 330,000; AID 2557; in the data active = inhibition above about 50%
# proCasp7 act: activates human procaspase-7, counter-screen for procaspase-3 activators | P55210 | hit rate 0.093% among 330,000 | activation, % at 8.5 µM | recombinant procaspase-7, Ac-DEVD-pNA absorbance 405 nm; D23A/D198A/D206A triple mutant, cannot self-cleave; scale: DMSO 0, 5 µM enzyme 100 | AID 463210;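 active = percent activation above the screen-wide mean plus 3 SD, cut at about 25% in these data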
#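 System: Procaspase-7 triple mutant (PC-7 D3A); measure: % activation from two-timepoint absorbance difference, scaled to controls; times: 1 h compound preincubation, 2 h substrate cleavage, 25 °C; also added: Ac-DEVD-pNA substrate, 400 µM as added; measured by: Epi-absorbance of released pNA at 405 nm, two timepoints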
# PP1 counter: blocks human PP1-alpha phosphatase, a PP5 counter-screen | purified PP1alpha, OMFP fluorescence | inhibition, % at 6.7 µM | hit rate 0.9% among 320,000 | AID 2235;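 active = inhibition above the mean inhibition of all tested compounds plus 3 SD, computed separately for each screening campaign, cut at about 15% in these data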
# Target sequence (P62136 whole entry, looked up): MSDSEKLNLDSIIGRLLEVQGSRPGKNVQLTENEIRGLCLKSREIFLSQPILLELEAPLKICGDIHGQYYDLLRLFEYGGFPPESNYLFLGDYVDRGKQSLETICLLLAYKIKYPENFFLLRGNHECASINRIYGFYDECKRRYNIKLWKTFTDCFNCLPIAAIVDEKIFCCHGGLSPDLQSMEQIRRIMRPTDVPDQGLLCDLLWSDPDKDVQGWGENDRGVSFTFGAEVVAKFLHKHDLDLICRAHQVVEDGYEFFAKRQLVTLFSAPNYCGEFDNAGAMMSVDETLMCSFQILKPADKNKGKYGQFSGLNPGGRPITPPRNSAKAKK
# Fh CTSL1 inh: counter-screen for PFM18AAP inhibitors: inhibitors of F. hepatica cathepsin L1. hit rate 0.49% among 300,000. inhibition, % at 5.96 µM. recombinant F. hepatica cathepsin L1, Z-Leu-Arg-MCA fluorescence;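 active = inhibition above the mean of all tested compounds plus 3 SD, set per screening campaign, cut at about 17% in these data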;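 note: 0% = plate median of test compound wells and 100% = 1 µM Z-Phe-Ala-diazomethylketone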
# GASC-1 inh: human JMJD2C demethylase inhibition; hit rate 0.069% among 330,000; GST-JMJD2C(1-420) H3K9me3 demethylation, DELFIA europium; AID 2099; inhibition, % at 2.35 µM;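 active = more than half of a compound's replicate wells show inhibition beyond 50%, single wells judged on their own value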;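 note: signal counts dimethyl H3K9 product captured on neutravidin plate; 0% = median of DMSO wells and 100% = 0.3 times that DMSO median; strong numbers were not always called active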
# core dimer inh: blocks dimerization of HCV core protein | TR-FRET GST/Flag-core106 dimerization, 1536-well | inhibition, % at 5 µM | hit rate 0.33% among 300,000 | AID 1899;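 active = inhibition above the mean of all tested compounds plus 3 SD, set per screening campaign, cut at about 45% in these data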
#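 Assay system: tagged HCV core106 pair (GST and Flag); medium: KF-containing HEPES buffer, pH 7.45, DTT, CHAPS, BSA; also added: Eu donor and XL665 acceptor anti-tag antibodies; dosing: 5 µM single dose; timing: compound-protein-antibody incubation 4 h at 22.5 °C; signal: TR-FRET 671 and 617 nm emission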
# The depositor's hits bear a star; i = inactive; . = no result given.
SMILES,GRK2 inh,PP5 primary,proCasp3 act,VLA-4 inh,proCasp7 act,PP1 counter,Fh CTSL1 inh,GASC-1 inh,core dimer inh
Cc1noc(C)c1S(=O)(=O)N(C)C[C@H]1Oc2c(NC(=O)Nc3ccc4c(c3)OCO4)cccc2C(=O)N([C@H](C)CO)C[C@@H]1C,1,.,-2,27,2,.,.,.,.
CC1=N/C(=C\c2ccc([N+](=O)[O-])cc2)C(=O)N1c1ccc(Br)c(C)c1,2,3.0,12,16,0,2,0,-4,16
Cc1ccc(NS(=O)(=O)c2ccccc2F)cc1S(=O)(=O)N1CCCCC1,1,0.4,6,4,-4,-3,.,.,.
CCCN(CCC)Cc1c(C(=O)N/N=C/C(C)=C\c2ccccc2)nnn1-c1nonc1N,0,3.3,1,1,13,9,1,2,13
COC(=O)c1noc(C)c1-c1ccnn1C(=O)c1ccc(Cl)cc1,0,-3.5,-9,7,-3,-2,0,-4,3
CSc1cccc(CN2CCN(CCc3ccccc3)C(CCO)C2)c1 (stereo not drawn),2,-0.5,2,27,6,-2,4,-9,0
COc1ccc(CNC(=O)C2CCCN2S(=O)(=O)c2ccc(F)cc2)cc1 (stereo not drawn),2,-1.1,-2,-5,5,2,-2,-26,-1
CCn1c(=S)[nH]c2ccccc21,0,0.6,4,11,14,1,-3,-1,-4
N#Cc1cc(C(=O)c2ccccc2OCC(=O)Nc2ccccc2Cl)cn(C2CCCCC2)c1=O,7,1.5,4,2,-10,-4,0,14,9
Cc1ccc(NC(=O)N2CCC(NC(=O)c3cccc(F)c3)CC2)cc1,0,-1.1,10,9,-4,4,4,0,-13
O=C(/C=C/c1ccccc1[N+](=O)[O-])NCCN1C(=O)S/C(=C\c2ccc(F)cc2)C1=O,0,-2.9,-9,-6,-3,-3,2,-1,11
Cc1ccc2nc(NC(=O)CSCC(=O)OCC(=O)c3ccccc3)sc2c1,0,-0.9,-10,25,-5,0,-10,4,-1
CN(C)c1cccc2c(S(=O)(=O)NCc3ccc(S(N)(=O)=O)cc3)cccc12,1,2.1,-2,3,-9,-4,5,21,-6
N#Cc1ccc(C23CC4CC(CC(C4)C2)C3)[nH]c1=O,4,0.6,8,4,-4,2,-1,-6,-7
Cc1cccc(C(=O)Nc2cccc3c2CCCC3)c1,4,0.4,-1,5,-4,-1,0,-16,6
Cc1nc2cc3ccccc3cc2n1C,0,-2.4,3,23,-6,3,0,1,-1
CC(NC(=O)c1ccco1)C(=O)OCc1cccc(C(F)(F)F)c1 (stereo not drawn),1,.,4,2,4,.,.,-6,.
CCN1CCc2c(OCC(=O)N3CCC(C)CC3)cccc2C1=O,0,-1.9,-3,21,-3,0,-2,9,1
COc1ccc(C2C(C(=O)/C=C/c3ccco3)=C(O)C(=O)N2CCN2CCOCC2)cc1OC (stereo not drawn),3,2.0,-6,0,5,5,0,3,-2
COC(=O)c1cc(OC)c(OC)cc1NC(=O)c1cc(OC)cc(OC)c1,0,1.8,3,26,-1,1,-1,5,5
Cc1ccc(CNC(=O)CCC2CCCN(Cc3cc4ccccc4o3)C2)o1 (stereo not drawn),1,-1.9,-1,0,-10,-2,2,3,0
CCC(=O)NC(=S)NNC(=O)COc1ccc(Br)cc1,0,-0.8,-2,-3,-19,-10,0,4,-13
CSCCC(NC(=O)c1ccco1)C(=O)OCC(=O)N1c2ccccc2NC(=O)C1(C)C (stereo not drawn),0,-0.1,-1,6,-1,2,.,-15,.
Cc1ccnc2nc(C(=O)OCCOc3ccccc3)nn12,0,0.9,-5,2,5,0,-4,0,-5
O=S(=O)(c1ccc2c(c1)OCCO2)N1CCC(c2nc3ccc(Cl)cc3[nH]2)CC1,1,2.6,-1,24,3,1,4,-12,2

# The list continues:
SMILES,GRK2 inh,PP5 primary,proCasp3 act,VLA-4 inh,proCasp7 act,PP1 counter,Fh CTSL1 inh,GASC-1 inh,core dimer inh
CCc1cccc(CC)c1NC(=O)c1cccc(NC(=O)c2ccccc2)c1,3,-0.6,5,-1,8,1,-1,6,4
COc1ccc(NC(=O)CSc2nc3ccccc3nc2N2CCCC2)c(OC)c1,0,0.8,4,39,-1,-2,-3,-3,4
Nc1cc(N2CCCC2)ccc1[N+](=O)[O-],0,2.2,0,-24,-9,0,4,-2,-2
CCOC(=O)c1cc(C#N)c(Nc2ccc(C)cc2)nc1C(F)(F)F,1,-1.0,-6,1,2,-3,1,7,2
Cn1cnnc1SCc1ccccc1Br,1,0.2,6,-2,16,-6,-1,0,-1
CCOC(=O)CSc1nc2cc3c(cc2cc1C#N)OCCO3,4,-1.0,-1,4,-5,-3,0,-2,4
Cc1c(Cl)cccc1NC(=O)CN(C1CCCCC1)S(C)(=O)=O,0,-0.5,-3,-1,0,-1,-1,2,-1
Cc1c(Cl)cccc1N1C(=O)CC(NNC(=O)c2cccs2)C1=O (stereo not drawn),1,-0.3,-5,12,0,-2,-1,12,2
O=C(CSc1nnc(-c2ccccc2)n1Cc1ccccc1)N1CCCC1,0,2.4,-2,13,2,-2,0,4,-1
Cc1onc(-c2ccccc2)c1C(=O)Nc1nncs1,1,0.7,6,14,1,0,2,-2,1
CCN(CC)C(=O)/C=C/c1ccc(OC)c(S(=O)(=O)N2CCCCC2)c1,9,2.0,11,-1,6,1,-3,4,0
Cc1cc(Cl)ccc1OCC(=O)OCC(=O)N1CCC(C(N)=O)CC1,0,1.5,1,-14,12,-4,.,-1,.
COc1ccccc1Oc1cc(C#N)c(C#N)cc1-n1nnc2ccccc21,2,5.0,-3,0,-8,-7,-4,-4,9
CCOC(=O)N1CCC(NC(=O)c2cc3cc4cc(OC)ccc4nc3o2)CC1,2,2.0,-2,2,-1,-2,3,-18,5
CC1CN(c2nc3ccccc3nc2C(C#N)C(=O)NC2CCCCC2)CC(C)O1 (stereo not drawn),5,-1.4,0,2,0,-2,1,-7,-4
CCC(=O)N1CCc2cc(S(=O)(=O)NCCC(=O)N3CC=C(c4ccccc4)CC3)ccc21,0,-0.3,2,-12,10,0,7,.,4
COC(=O)COc1ccccc1C(=O)Nc1ccc(OC)cc1,0,0.8,-3,7,9,1,0,-6,3
N#Cc1ccc(-c2csc(NC(=O)c3cc(-c4cccs4)nc4ccccc34)n2)cc1,0,-1.4,4,-3,1,2,3,5,20
CC(=O)NCC(=O)N(Cc1ccco1)C1(C(=O)NC2CCCCC2)CCCCC1,0,-1.7,-4,-17,5,1,-3,16,-7
CCN(Cc1ccncc1)C(=S)NCc1ccccc1,0,0.0,3,9,10,-2,-1,6,-1
O=C(O)c1ccc(-n2nnnc2SCc2ccccc2Br)cc1,0,-1.8,4,10,-1,-1,0,-5,5
COc1ccc(-c2[nH]ncc2CN2CCC(OCc3ccccc3)CC2)c(F)c1,4,0.5,-5,22,0,0,-6,-1,2
CCC(c1nnnn1C1CCCC1)N(Cc1cccs1)Cc1cc2cc(C)ccc2[nH]c1=O (stereo not drawn),0,4.3,-2,-42,1,1,3,-1,24
Oc1ccc(C2C[C@H]3CC[C@@H]2C3)cc1O (stereo partly drawn),1,3.5,-20,4,-29,0,6,-1,-3
Cc1ccc(CNC(=O)C2CCCN(S(=O)(=O)c3c(C)noc3/C=C/N(C)C)C2)cc1 (stereo not drawn),.,1.0,-2,4,6,5,5,12,7

# Next section.
SMILES,GRK2 inh,PP5 primary,proCasp3 act,VLA-4 inh,proCasp7 act,PP1 counter,Fh CTSL1 inh,GASC-1 inh,core dimer inh
CC(C)NC(C(=O)Nc1cc(Cl)cc(Cl)c1)c1ccccc1 (stereo not drawn),2,4.1,5,9,2,-1,-5,2,-9
CN1C(=O)C(C)(C)c2cc(S(=O)(=O)N3CCCC(C(=O)NCc4ccc(Cl)cc4)C3)ccc21 (stereo not drawn),0,0.3,9,-29,-2,6,-2,1,1
COc1ccc(NC(=S)N2CCNC(=O)C2CC(=O)Nc2ccc(C)cc2)cc1 (stereo not drawn),0,-0.9,4,20,-2,-5,0,-8,-3
Cc1ccc(NC(=O)Nc2c(C)n(C)n(-c3ccccc3)c2=O)cc1C,2,0.7,-4,12,9,0,-2,-4,-1
CCc1ccccc1OCC(=O)OCC(=O)N1CC(=O)Nc2ccccc21,6,1.9,2,17,3,4,-27,15,4
Cc1nnc(SCC(=O)Nc2ccc3c(c2)COC3=O)n1-c1ccccc1,4,1.1,19,-7,23,-3,-2,1,-3
CCCCc1sc(-c2c(C#N)c(N)nc3c2CCCCC3)cc1[N+](=O)[O-],4,0.1,2,-21,8,-3,0,-8,3
COCCCNc1nc2c(-c3ccc(C)cc3)nnn2c2ccccc12,0,0.0,-9,16,4,4,-2,-1,19
Cc1ccc2c(=O)cc(C(=O)NCCc3ccc(S(N)(=O)=O)cc3)oc2c1,4,3.4,-9,5,2,2,-4,-15,28
COc1ccc(C(=O)C[n+]2cccc3cc(C)ccc32)cc1,3,-1.2,-5,i,-18,7,-5,-5,6
COc1ccccc1CNC(=O)COC(=O)c1ccncc1,0,.,5,4,-2,.,.,-5,.
O=C(COC(=O)c1ccccn1)Nc1nccs1,2,3.3,6,4,7,-3,-6,-9,-3
COc1cc2c(c3oc(-c4ccccc4)cc(=O)c13)C=CC(C)(C)O2,1,4.7,-4,11,-12,2,8,-13,1
Clc1ccc(-c2nnnn2-c2ccc(Cl)cc2)cc1,1,3.1,8,21,0,-4,-1,-25,3
CCCCn1c(=O)[nH]c(=O)c2c1nc(COc1ccc(C#N)cc1)n2CCC,0,1.7,9,-1,3,6,0,7,3
Cc1ccc(NC(=O)CN(C)C(=O)Cn2ccsc2=N)cc1,2,1.3,-1,13,-3,0,1,0,-14
COc1cc(C(=O)NCc2ccc3[nH]c(C)cc3c2)cc(OC)c1OC,19,-1.3,1,1,1,1,-11,-11,8
CCn1c(=O)cc(N2CCCCC2)[nH]c1=O,0,2.1,-8,1,12,-2,-2,-3,4
Cc1ccc(S(=O)(=O)N(Cc2ccc(C(F)(F)F)cc2)C(=O)N2CCN(C)CC2)cc1,0,0.3,-7,-6,4,-2,-3,16,-5

# Looked up above.
# CCCCn1c(=O)[nH]c(=O)c2c1nc(COc1ccc(C#N)cc1)n2CCC – proCasp7 act: 3
# COc1ccc(NC(=S)N2CCNC(=O)C2CC(=O)Nc2ccc(C)cc2)cc1 (stereo not drawn) – GASC-1 inh: -8

# Single records (already shown). Screens in order: GRK2 inh	PP5 primary	proCasp3 act	VLA-4 inh	proCasp7 act	PP1 counter	Fh CTSL1 inh	GASC-1 inh	core dimer inh
# Listed for CCCCn1c(=O)[nH]c(=O)c2c1nc(COc1ccc(C#N)cc1)n2CCC → 0	1.7	9	-1	3	6	0	7	3
# Listed for Cc1ccc2c(=O)cc(C(=O)NCCc3ccc(S(N)(=O)=O)cc3)oc2c1 → 4	3.4	-9	5	2	2	-4	-15	28
# Listed for CCc1ccccc1OCC(=O)OCC(=O)N1CC(=O)Nc2ccccc21 → 6	1.9	2	17	3	4	-27	15	4
# Listed for COc1ccc(NC(=S)N2CCNC(=O)C2CC(=O)Nc2ccc(C)cc2)cc1 (stereo not drawn) → 0	-0.9	4	20	-2	-5	0	-8	-3
